# Bioassay records as filed in PubChem BioAssay.
# VCAM1 TNFa inh – reduces TNF alpha induced VCAM1 expression in HUVEC; HUVEC TNFa-induced VCAM-1 immunofluorescence, high-content imaging; inhibition, % at 2 µM; 0.48% of 95,000 active;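 active means inhibition above the batch mean plus 3 SD, with images confirmed as a hit by eye, cut at about 37% in these data; inconclusive means inhibition above that limit but hit not confirmed in images; inactive means inhibition not above that limit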;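 further: 0% = TNF-stimulated DMSO wells and 100% = unstimulated control wells; not every result past the cut was called active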
# ERb SRC1 inh – blocks coactivator binding to human estrogen receptor beta; TR-FRET ER-beta LBD / SRC1-Cy5 peptide binding; receptor agonist-loaded with 1 µM estradiol; inhibition, % at 25.6 µM; 1.3% of 86,000 active;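 active means compounds whose percent inhibition of the receptor-coactivator binding signal exceeds about 50% in the single-dose screen, limit read from the data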;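 further: 0% = receptor plus peptide wells without compound and 100% = peptide-only wells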
# Target sequence (Q92731 whole entry, looked up, the tested form may be a part): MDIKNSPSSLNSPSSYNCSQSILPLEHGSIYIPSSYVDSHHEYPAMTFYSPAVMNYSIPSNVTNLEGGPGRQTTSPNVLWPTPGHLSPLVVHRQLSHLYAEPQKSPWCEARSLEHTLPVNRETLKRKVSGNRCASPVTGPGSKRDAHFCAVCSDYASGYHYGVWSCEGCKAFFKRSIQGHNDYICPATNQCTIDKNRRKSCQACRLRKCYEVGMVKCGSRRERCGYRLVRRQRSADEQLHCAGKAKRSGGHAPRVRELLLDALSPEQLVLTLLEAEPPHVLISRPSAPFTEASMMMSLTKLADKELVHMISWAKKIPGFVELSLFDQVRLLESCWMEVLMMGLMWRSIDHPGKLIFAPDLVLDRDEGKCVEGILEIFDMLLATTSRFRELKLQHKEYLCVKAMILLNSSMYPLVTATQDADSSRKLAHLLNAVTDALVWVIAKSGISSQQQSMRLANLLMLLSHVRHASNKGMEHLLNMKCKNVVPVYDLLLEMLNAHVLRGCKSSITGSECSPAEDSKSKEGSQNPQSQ
# Smad3 inh – blocks human Smad3 binding to FoxH1 peptide | TR-FRET Smad3/Dy647-FoxH1 peptide binding, europium anti-His | AID 630 | 0.29% of 88,000 active | inhibition, % at 25 µM;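 active means compounds that reduce the energy-transfer binding signal between the protein and its labelled peptide by more than half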;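 further: 0% = Smad3 plus labelled peptide maximal FRET and 100% = peptide-only background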
# HUVEC tox IL1B – HUVEC cytotoxicity counter-screen, IL-1B stimulated; cell count reduction, % at 2 µM; AID 845; 0.41% of 94,000 active; HUVEC cell count loss, Hoechst imaging;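 active means cell count reduction more than 3 SD above the screen-wide mean, cut at about 70% in these data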;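 further: normalized per plate to untreated control cells as the no-loss baseline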
# sEH act – increases human soluble epoxide hydrolase activity; 0.04% of 91,000 active; P34913; activation, % at 2 µM; purified human sEH enzymatic activity, activator screen; AID 717; in the data active means activation above about 37%; further: values of inactives mirror those of a sister screen read the other way
# Target sequence (P34913 whole entry, looked up): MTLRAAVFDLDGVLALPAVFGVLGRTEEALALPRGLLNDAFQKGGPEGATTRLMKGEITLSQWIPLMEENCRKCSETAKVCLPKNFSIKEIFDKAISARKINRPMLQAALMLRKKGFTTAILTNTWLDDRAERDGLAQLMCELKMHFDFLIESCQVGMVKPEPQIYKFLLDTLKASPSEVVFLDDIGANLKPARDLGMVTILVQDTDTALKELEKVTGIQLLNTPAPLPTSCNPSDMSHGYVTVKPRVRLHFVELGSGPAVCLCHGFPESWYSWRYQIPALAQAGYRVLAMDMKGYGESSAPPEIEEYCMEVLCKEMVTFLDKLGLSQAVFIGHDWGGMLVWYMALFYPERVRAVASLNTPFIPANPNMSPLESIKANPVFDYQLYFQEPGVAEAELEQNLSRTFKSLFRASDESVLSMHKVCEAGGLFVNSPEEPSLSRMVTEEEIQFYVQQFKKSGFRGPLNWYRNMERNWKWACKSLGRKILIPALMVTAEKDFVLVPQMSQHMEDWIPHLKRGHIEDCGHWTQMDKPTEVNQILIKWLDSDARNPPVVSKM
# F-actin modifier – alters cytoskeleton assembly in HUVEC cells. 0.18% of 91,000 active. HUVEC TNFa F-actin phalloidin imaging, high content. inhibition, % at 2 µM;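 active means inhibition above the batch mean plus 3 SD and confirmed as a hit by visual image inspection, cut at about 30% in these data, passing the limit was not always enough; inconclusive means above the inhibition threshold but rejected on visual inspection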; further: strong numbers were not always called active
# sEH inhibitor – soluble epoxide hydrolase (human) inhibition; 0.34% of 91,000 active; inhibition, % at 2 µM; AID 707; recombinant human sEH enzymatic activity assay; in the data active means inhibition above about 80%; further: values of inactives mirror those of a sister screen read the other way; many of its hits are not listed in these tables
# Calb biofilm kill – kills Candida albicans biofilms. C. albicans biofilm + clotrimazole, Alamar Blue. 0.14% of 85,000 active. inhibition, % at 6 µM. AID 834;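 active means inhibition above 20%; inactive means inhibition below 20%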;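 further: preformed 24 hr biofilms exposed to compound for 48 hr; 0% = biofilm without compound and 100% = blank killed by clotrimazole plus chlorhexidine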
# TNFa cytotox – toxic to HUVEC cells under TNF alpha stimulation; AID 848; HUVEC TNFalpha-stimulated, Hoechst cell count, imaging; 0.17% of 93,000 active; cell count reduction, % at 2 µM;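 active means cell count reduction exceeding the screen mean by over 5 SD, scaled to untreated wells per plate, cut at about 78% in these data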;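 further: cells counted after 24 h of TNF alpha exposure following the 1 h pretreatment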
# * = called active by the depositor; ? = inconclusive; . = no result given; [ ] = remark or other dose. A portion of the library. The share of hits here may be higher or lower than overall.
SMILES,VCAM1 TNFa inh,ERb SRC1 inh,Smad3 inh,HUVEC tox IL1B,sEH act,F-actin modifier,sEH inhibitor,Calb biofilm kill,TNFa cytotox
COc1cccc(CN2CCN(Cc3cc(OC)c(OC)cc3[N+](=O)[O-])CC2)c1,0,.,.,-9,-11,4,12,.,3
N#Cc1nc(COc2ccccc2F)oc1NCCCn1ccnc1,-8,4[fluorescence artefact?],-5,10,9,10,-7,5,-20
Cc1ccc(S(=O)(=O)Nc2nc3ccccc3nc2N2CCc3ccccc3C2)cc1,23,.,.,2,10,6,-10,.,-22
CS(=O)(=O)N(CC(=O)N1CCN(c2cccc(Cl)c2)CC1)c1cccc(F)c1,6,-4[fluorescence artefact?],6,2,7,-19,-4,6,12
CCC(Sc1nc(C)cc(C)n1)C(=O)NC1=NN=C(c2ccc(C)cc2)CS1 (stereo unspecified),3,.,.,-18,0,15,2,.,-7
N#Cc1nc(-c2ccccc2Cl)oc1N1CCCCC1,2,2[fluorescence artefact?],2,2,-12,5,15,8,-5
COc1ccc(NC(=O)C2CCCN(S(=O)(=O)c3cccc4nonc34)C2)cc1 (stereo unspecified),-4,6[fluorescence artefact?],6,-7,-31,.,31,-1,-13
Cc1cc2cc(C)c3nnc(SCC(=O)N4CCCc5ccccc54)n3c2cc1C,14,.,.,-36,-5,0,6,.,2
CCOC(=O)c1cc(NC(=O)c2ccc(Cl)cc2)c(=O)n2c1oc1ccc(Cl)cc12,6,.,.,-5,8,27,-10,.,-8
Cc1nn(C(C)(C)C)c(OC(=O)C2CCCC2)c1S(=O)(=O)c1ccccc1,20,2,-2,-2,.,-2,.,11,-4
CC(C)(C)OC(=O)Cn1c(=O)cnc2ccccc21,-20,-2,6,-5,0,3,1,1,-70
COC(=O)Cn1cnc(=O)c(C#N)c1/C=C/N(C)C,-12,.,.,-6,.,-4,.,.,-19
O=C(Nc1ccccc1)Nc1nncs1,-12,-1,6,-17,3,-18,-2,2,-25
O=C(Nc1ccccc1Cl)c1cccc(NC(=O)C2C3CC4OC(=O)C2C4C3)c1 (stereo unspecified),11,23[fluorescence artefact?],-4,-22,1,23,-1,11,-18
CCOC(=O)c1nn(-c2ccccc2)c(=O)cc1SC(C)C,4,.,.,-4,-2,-1,5,.,7
COC(=O)c1cc(OC)c(OC)c(OC)c1NC(=O)c1ccc(S(=O)(=O)N(C)C)cc1,6,4,-8,-4,-12,-4,10,-2,.
O=C(CN(Cc1ccco1)C(=O)CNS(=O)(=O)c1ccc(F)cc1)NCc1ccc(F)cc1,3,-2[fluorescence artefact?],-14,-32,.,5,.,-1,-29
CCCNC(=O)c1ccc(CNc2c(N3CCC(C(=O)OCC)CC3)c(=O)c2=O)cc1,-6,-1,-2,-10,-20,24,20,-4,8
C/C=C/Cn1c(SCCCc2ccccc2)nc2c1c(=O)[nH]c(=O)n2C,6,-4,-6,4,-3,7,2,7,-7
O=C(c1ccccc1F)N(Cc1ccc(F)cc1)C1CCS(=O)(=O)C1 (stereo unspecified),-10,-12,-3,-91,-6,-6,3,2,-7
O=C(c1ccc(F)cc1)N1CCN(C2CC3CCC2C3)CC1 (stereo unspecified),1,-1,-1,18,-7,5,7,7,-42
O=S(=O)(c1ccc2c(c1)OCCO2)N1CCN(Cc2ccc3c(c2)OCO3)CC1,-3,5[fluorescence artefact?],-15,-7,-1,8,0,13,-24
Cc1nc(SCC(O)CO)c([N+](=O)[O-])[nH]1 (stereo unspecified),-4,-12,2,-9,12,10,-9,6,-18
C/C(O)=c1/ccc2cccc3nc(C)nc1c23,-9,1,1,30,7,12,-7,10,6
CCNc1nc(OC)nc(Oc2ccc(C(=O)OC)cc2)n1,.,-4,-3,13,26,?,-23,2,.
Cc1cc(C)n2nc(SC3CCCCN(C(=O)c4ccc(F)cc4)C3=O)nc2n1 (stereo unspecified),22,5,8,26,9,2,-9,6,27
Cc1cccc(-n2c(=O)[nH]c3c(C(N)=O)nc(CC(C)C)nc32)c1,-11,7,-6,5,6,-15,-7,-2,-18
O=c1[nH]c(N2CCc3ccccc32)nc2c1CCCC2,-17,-10[fluorescence artefact?],12,6,-6,-4,8,7,-3
COc1cc(CC(=O)Oc2ccc3c(c2)OCO3)cc(OC)c1OC,.,-3,1,8,-2,.,0,.,.
CN(C)/C(CN1CCCCC1)=C1\N=C(c2ccccc2)OC1=O,13,.,.,-20,-5,17,7,.,-29
CCOCCCNC(=O)c1c(N)n(-c2ccc(S(N)(=O)=O)cc2)c2nc3ccccc3nc12,4,-2,-6,-15,-5,14,4,6,-19
O=C(Nc1ccon1)c1sc2ccccc2c1Cl,-19,-7,5[fluorescence artefact?],-3,4,-9,-4,6,10
N#CCc1c(C#N)c(N)nc(N2CCN(Cc3ccc4c(c3)OCO4)CC2)c1C#N,-17,.,.,-17,0,-11,3,.,-12
COC(=O)Oc1ccc(/C=N/NC(=O)CN(c2ccccc2Cl)S(C)(=O)=O)cc1OC,-8,.,.,4,14,-11,-14,.,-9
O=[N+]([O-])c1nn(-c2ccc3c(c2)OCCO3)n(O)c1=Nc1ccc(Cl)cc1,-3,.,.,47,8,-12,-7,.,16
Cn1c(C(=O)OCC(=O)NCCc2ccccc2)cc2sccc21,-14,4,2,-7,-16,-4,15,4,-16
Cc1c(C#N)c(N=CN(C)C)c(C(=O)c2ccc(Br)cc2)n1-c1ccccc1,17,-6,-11,-3,3,-12,-6,-4,-25
COCc1cc(=O)[nH]c(/N=C(\N)Nc2ccc(C)cc2)n1,6,-4,1,0,7,6,-4,5,-12
OCCNCC1(O)C2CC3CC(C2)CC1C3 (stereo unspecified),16,.,.,17,.,5,.,.,-26
CCCCc1nc2n[nH]c(N)c2c2c1CCC2,3,-2,-4,-6,1,-33,1,7,-28
COC(=O)C1=C(C)N=C2SC(C)C(=O)N2C1c1ccc(C(=O)OC)cc1 (stereo unspecified),15,-13,1,-11,-6,-31,6,1,-18
Cc1onc(-c2ccccc2)c1C(=O)Nc1cc(C(F)(F)F)ccc1N1CCOCC1,26,0,9,17,10,-28,-10,6,0
CN(C)CCN1C(=O)C(=O)/C(=C(/O)c2ccc(OCc3ccccc3)cc2)C1c1ccncc1 (stereo unspecified),-21,15,3,12,14,5,-14,5,-14
Cc1cc(S(=O)(=O)N2CCCC2)c(C)s1,0,-10,4[fluorescence artefact?],-26,-3,0,5,10,-23
COC(=O)C1=C(C)N(c2ccc(F)c(Cl)c2)C(=O)C1,7,-5,1,-26,-3,-8,6,7,10
O=C(CN(C(=O)CSc1nc2ccccc2o1)c1ccccc1)NC1CCCCC1,-1,.,.,3,-55,21,57,.,-11
CCC1(C)Cc2c(sc3nn[nH]c(=O)c23)CO1 (stereo unspecified),-3,2[fluorescence artefact?],-5,17,12,-15,-15,6,13
O=C(CCC1CCCCC1=O)c1ccccc1 (stereo unspecified),-7,-4[fluorescence artefact?],6,-15,4,40,-4,10,-25

# Shown as tab-separated lines: three of the compounds above
SMILES	VCAM1 TNFa inh	ERb SRC1 inh	Smad3 inh	HUVEC tox IL1B	sEH act	F-actin modifier	sEH inhibitor	Calb biofilm kill	TNFa cytotox
OCCNCC1(O)C2CC3CC(C2)CC1C3 (stereo unspecified)	16	.	.	17	.	5	.	.	-26
Cc1c(C#N)c(N=CN(C)C)c(C(=O)c2ccc(Br)cc2)n1-c1ccccc1	17	-6	-11	-3	3	-12	-6	-4	-25
COCc1cc(=O)[nH]c(/N=C(\N)Nc2ccc(C)cc2)n1	6	-4	1	0	7	6	-4	5	-12

# 4 structures out of the list, arranged by length of the SMILES, smallest number first.
SMILES,VCAM1 TNFa inh,ERb SRC1 inh,Smad3 inh,HUVEC tox IL1B,sEH act,F-actin modifier,sEH inhibitor,Calb biofilm kill,TNFa cytotox
CCCCc1nc2n[nH]c(N)c2c2c1CCC2,3,-2,-4,-6,1,-33,1,7,-28
N#Cc1nc(-c2ccccc2Cl)oc1N1CCCCC1,2,2[fluorescence artefact?],2,2,-12,5,15,8,-5
N#CCc1c(C#N)c(N)nc(N2CCN(Cc3ccc4c(c3)OCO4)CC2)c1C#N,-17,.,.,-17,0,-11,3,.,-12
COc1cccc(CN2CCN(Cc3cc(OC)c(OC)cc3[N+](=O)[O-])CC2)c1,0,.,.,-9,-11,4,12,.,3

# Remaining list, next part:
SMILES,VCAM1 TNFa inh,ERb SRC1 inh,Smad3 inh,HUVEC tox IL1B,sEH act,F-actin modifier,sEH inhibitor,Calb biofilm kill,TNFa cytotox
CSCCC(NC(=O)c1ccco1)C(=O)O (stereo unspecified),13,-32,10,-10,-2,-1,3,10,-20
COC(=O)c1ccc(CSc2ccccc2C)o1,12,-2,-4,-10,.,-4,.,5,-19
CNC(=O)c1ccccc1NC(=O)c1ccc(C)c(S(=O)(=O)N2CCCCC2)c1,3,-5,6,-10,6,-17,-7,2,-17
CCc1nc2sc(C)c(C)c2c(=O)n1CCO,13,-9,-8,22,22,-12,-24,7,-4
COc1ccc(C2C(C(C)=O)=C(C)N=c3s/c(=C\c4ccco4)c(=O)n32)c(OC)c1 (stereo unspecified),1,36,-1,-13,-9,10,9,4,1
COC(=O)c1[nH]c2cccc(OC)c2c1NC(=O)C(C)N1CCC(C)CC1 (stereo unspecified),-23,-15,7,-5,2,10,0,15,-30
c1ccc(-c2nc(NCc3ccco3)c3ccccc3n2)nc1,-6,16,-5,-3,.,-8,.,-3,-8
COc1ccc(S(=O)(=O)N(CC(=O)NC(C)C)Cc2ccccc2)cc1,29,-7,10,1,3,.,-5,2,-46
CCCCCCc1cc2cc(C(=O)NC)c(=N)oc2cc1O,-1,.,.,9,16,-32,-19,.,-14
CC1(c2ccccc2)NC(=O)N(CCN2C(=O)c3ccccc3C2=O)C1=O (stereo unspecified),2,2,-1,12,-9,.,10,10,0
CCOc1cc(/C=N/NC(N)=O)cc(Br)c1OCC(=O)Nc1cccc2ccccc12,-19,.,.,-20,10,16,-9,.,-20
O=C(c1ccc2ccccc2c1)c1c[nH]cc1-c1ccccc1,-13,9[fluorescence artefact?],-10,41,22,10,-21,-4,5
Cc1ccc(S(=O)(=O)N2Cc3ccccc3CC2C(=O)Nc2ccc3c(c2)OCO3)cc1 (stereo unspecified),1,.,.,17,-1,-13,3,.,-16
CCOC(=O)CC(=O)CSc1nc(-c2ccc3c(c2)OCO3)cc(C(F)(F)F)c1C#N,1,.,.,-3,15,19,-10,.,-13
COc1ccccc1NC(=O)CSc1nnc(C)o1,-4,5,-1,-1,-14,4,14,4,-14
COc1ccc(NC2=CC(=O)CC(C)(C)C2)cc1OC,-18,26,15,-6,-9,4,9,0,-26

# Grouped by structure, the entries above containing a thiophene ring, fused or not
SMILES,VCAM1 TNFa inh,ERb SRC1 inh,Smad3 inh,HUVEC tox IL1B,sEH act,F-actin modifier,sEH inhibitor,Calb biofilm kill,TNFa cytotox
O=C(Nc1ccon1)c1sc2ccccc2c1Cl,-19,-7,5[fluorescence artefact?],-3,4,-9,-4,6,10
Cn1c(C(=O)OCC(=O)NCCc2ccccc2)cc2sccc21,-14,4,2,-7,-16,-4,15,4,-16
Cc1cc(S(=O)(=O)N2CCCC2)c(C)s1,0,-10,4[fluorescence artefact?],-26,-3,0,5,10,-23
CCC1(C)Cc2c(sc3nn[nH]c(=O)c23)CO1 (stereo unspecified),-3,2[fluorescence artefact?],-5,17,12,-15,-15,6,13
CCc1nc2sc(C)c(C)c2c(=O)n1CCO,13,-9,-8,22,22,-12,-24,7,-4
